MrgX1 antagonist: antagonists of human MrgX1 receptor, primary screen, HEK293 cells, Fluo-4 calcium flux. Mas-related G-protein coupled receptor member X1 (Homo sapiens), Q96LB2. BAM8-22 antagonism; hits give low values. B-score at 10 µM. hit rate 1.3% among 310,000. AID 588676, 2011;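 active = calcium-response B-score plate-corrected more than 3 library SD below zero, starting fluorescence within 5 deviations, no agonist response on first addition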;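 note: peak minus trough fluorescence over baseline after final BAM8-22 challenge near maximal dose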
TRPC6 inhibitor: mouse TRPC6 channel inhibitors, primary screen, cell-based, HEK293, membrane potential dye | ACh-evoked depolarization; hits give low values | AID 2553, 2010 | Short transient receptor potential channel 6 (Mus musculus), Q61143 | hit rate 1.1% among 310,000 | B-score at 10 µM;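 active = B-score under library mean minus 3 SD, initial fluorescence not abnormally high, positive integrated signal ratio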;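 note: B-score derived from integrated fluorescence ratio over the kinetic read; more negative B-score means stronger inhibition of depolarization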
Target sequence (Q61143 whole entry, looked up): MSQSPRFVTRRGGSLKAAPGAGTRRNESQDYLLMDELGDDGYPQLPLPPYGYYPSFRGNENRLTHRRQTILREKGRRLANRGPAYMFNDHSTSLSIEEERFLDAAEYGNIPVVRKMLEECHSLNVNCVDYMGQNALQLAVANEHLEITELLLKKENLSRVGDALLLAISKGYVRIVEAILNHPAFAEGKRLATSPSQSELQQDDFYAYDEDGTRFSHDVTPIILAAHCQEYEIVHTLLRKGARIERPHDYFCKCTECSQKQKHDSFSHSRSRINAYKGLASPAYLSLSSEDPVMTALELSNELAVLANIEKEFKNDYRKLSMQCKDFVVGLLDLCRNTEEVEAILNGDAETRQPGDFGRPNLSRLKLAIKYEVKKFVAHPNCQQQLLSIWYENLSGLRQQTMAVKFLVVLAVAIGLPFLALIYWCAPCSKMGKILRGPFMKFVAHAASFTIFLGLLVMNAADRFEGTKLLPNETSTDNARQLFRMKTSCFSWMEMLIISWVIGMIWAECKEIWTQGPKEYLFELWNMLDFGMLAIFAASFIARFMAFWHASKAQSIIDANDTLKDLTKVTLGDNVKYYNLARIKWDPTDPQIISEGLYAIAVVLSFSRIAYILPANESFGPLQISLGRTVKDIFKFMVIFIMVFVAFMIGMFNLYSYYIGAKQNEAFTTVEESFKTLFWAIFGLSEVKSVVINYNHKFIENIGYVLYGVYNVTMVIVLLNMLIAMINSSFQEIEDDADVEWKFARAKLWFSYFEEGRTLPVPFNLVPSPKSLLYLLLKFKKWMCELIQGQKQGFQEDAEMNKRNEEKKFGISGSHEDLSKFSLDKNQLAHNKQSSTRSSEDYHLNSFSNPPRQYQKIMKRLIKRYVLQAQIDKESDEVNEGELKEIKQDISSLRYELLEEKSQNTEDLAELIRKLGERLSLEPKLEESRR
TRPC4 PAM: positive allosteric modulators of TRPC4, primary screen, cell-based, mouse TRPC4beta, HEK293 mu-opioid, Fluo-4 calcium. AID 2227, 2009. hit rate 0.42% among 310,000. B-score at 10 µM. Short transient receptor potential channel 4 (Mus musculus), Q9QUQ5. DAMGO EC20, Fluo-4 Ca2+ flux; hits give high values;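 active = B-score of calcium response area above 5 SD of library B-scores, with initial fluorescence ratio within 5 SD of library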;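 note: B-score of integrated fluorescence ratio over time as area under calcium response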
MrgX1 PAM: positive allosteric modulators of MrgX1, primary screen, HEK293 cells, Fluo-4 calcium flux | Mas-related G-protein coupled receptor member X1 (Homo sapiens), Q96LB2 | FDSS; hits give high values | B-score at 10 µM | hit rate 0.63% among 310,000;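 active = plate-corrected calcium response at least 3 library SD above typical, normal starting fluorescence, not activating the receptor alone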;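 note: compound read alongside a low EC10 to EC30 dose of BAM8-22 agonist; peak minus trough fluorescence over baseline measured at the second addition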
MrgX1 agonist: agonists of human MrgX1 receptor, primary screen, HEK293 cells, Fluo-4 calcium flux | Fluo-4 calcium fluorescence, agonist mode; hits give high values | B-score at 10 µM | AID 588627, 2011 | hit rate 0.44% among 310,000;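 active = calcium response B-score plate-corrected fluorescence ratio at least 3 library SD, with starting fluorescence B-score inside 5 SD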
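Assay system: stable human MrgX1 HEK293 cell line. Quantity: 15,000 cells per well. Schedule: cells plated overnight, dye loaded 0.5 h 37 °C, 0.5 h room temperature. Detection: Fluo-4 NW calcium-flux fluorescence, kinetic read. Read-out basis: peak-minus-minimum fluorescence over baseline, converted to B scores. Control set: positive and negative control wells on each plate.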
TRPC4 act: activators of mouse TRPC4 channel, primary screen, Fluo4 calcium, HEK293 TRPC4beta/mu-opioid cells; Short transient receptor potential channel 4 (Mus musculus), Q9QUQ5; AID 2237, 2010; hit rate 0.49% among 310,000; B-score at 10 µM; Fluo4 calcium fluorescence; hits give high values;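 active = B-score above 5 SD of library B-scores, and initial fluorescence ratio not above library mean plus 5 SD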;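 note: positive B-score marks a calcium rise read as TRPC4 activation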
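system = HEK293 cells stably co-expressing mouse TRPC4beta and mu-opioid receptor | schedule = Fluo4 dye loading 45 min at room temperature, 110 s recording | measure = B-scored integrated calcium fluorescence ratio | signal = Fluo4 calcium-sensitive dye fluorescence, kinetic, 1 Hz baseline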
TRPC6 activator: mouse TRPC6 channel activators, primary screen, cell-based, HEK293, membrane potential dye; Short transient receptor potential channel 6 (Mus musculus), Q61143; AID 2550, 2010; B-score at 10 µM; hit rate 0.13% among 310,000; HEK293-TRPC6 membrane potential dye fluorescence; hits give high values;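 active = B-score of the integrated fluorescence ratio above library mean plus 3 SD, and starting fluorescence ratio within library mean plus 5 SD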;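 note: higher score means more depolarization so channel activation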
TRPC4 block: inhibitors of mouse TRPC4 channel, primary screen, Fluo4 calcium, HEK293 TRPC4beta/mu-opioid cells; hit rate 0.39% among 300,000; B-score at 10 µM; DAMGO-evoked Fluo4 calcium flux; hits give low values; AID 2247, 2010; Short transient receptor potential channel 4 (Mus musculus), Q9QUQ5;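 active = B-score over 3 SD under the library average, no early fluorescence shift, positive overall ratio signal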
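Assay system: HEK293 cells with stable TRPC4beta plus mu-opioid receptor expression. Dosing: single dose. Measured by: Fluo4 Ca2+ flux fluorescence. Also added: DAMGO in two steps, submaximal then maximal. Read-out: B score from integrated Fluo4 fluorescence ratio.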
HIF activator: HIF pathway transcriptional activators, primary screen, cell-based, U2OS HRE-luciferase, luminescence; U2OS HRE-luciferase reporter; normalized: DMSO 0%, desferrioxamine 100%; activation, % at 7.5 µM (by protocol); hit rate 0.32% among 300,000;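 active = mean activation of at least 10% of the iron chelator positive control signal, with at least half of replicates also reaching 10%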
PolyA inh: polyadenylation inhibitors in yeast reporter cells, primary screen, luminescence, S. cerevisiae | S. cerevisiae SKY197-pL101 polyadenylation reporter, beta-gal luminescence; efflux-impaired pdr1/pdr3 knockout yeast; score 100 = 6 SD above DMSO | calls only at 12 µM | hit rate 0.02% among 300,000 | AID 1875, 2009;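 active = lowest replicate activity score at least 50, where 100 means six control SD above control mean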;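 note: yeast exposed to compound for 9 h at 30 °C; higher score means more reporter readthrough which indicates perturbed polyadenylation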
AI-2 QS modul: Vibrio harveyi AI-2 quorum sensing modulators, primary screen, JMH597 strain, luminescence/OD600 ratio | Vibrio harveyi JMH597 AI-2 luminescence/OD600 ratio, 9 h; hits give low values; strain lacks LuxN and CqsS sensors; 0 = neutral-control median | activity change, % at 7.5 µM | hit rate 0.4% among 300,000; in the data active = activity change below about -75%, passing the limit was not always enough;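 note: luminescence divided by OD600 gain over 9 h not by final OD600 alone; inactives centre near 13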
* = called active by the depositor; i = inactive; x = not tested or not shown.

Fields: TRPC4 PAM, TRPC4 act, AI-2 QS modul, MrgX1 PAM, MrgX1 antagonist, TRPC6 inhibitor, TRPC6 activator, MrgX1 agonist, PolyA inh, HIF activator, TRPC4 block
- CC(C)CC1CC(C)(c2csc(NNC(=O)c3ccccc3)n2)OC1=O (stereo not given)
    i, i, 9, i, i, i, i, i, i, 0.9, i
- CN(Cc1ccccc1)C(=O)COC(=O)c1cc([N+](=O)[O-])ccc1N1CCOCC1
    i, i, 11, i, i, i, i, i, i, 0.0, i
- O=C(COc1ccc(Cl)cc1Cl)NC(=O)N1CCOCC1
    i, i, 10, i, i, i, i, i, i, 1.3, i
- O=C(Nc1ccccc1OC(F)F)c1cccc(S(=O)(=O)N2CCCC2)c1
    i, i, 8, i, i, i, i, i, i, 0.0, i
- O=C(CCNS(=O)(=O)c1ccc(OC(F)(F)F)cc1)N1CCN(C/C=C/c2ccccc2)CC1
    i, i, 22, i, i, i, i, i, i, -0.8, i
- Cc1ccccc1/C=N\NC(=O)c1ccc(Cn2cccn2)o1
    i, i, 23, i, i, i, i, i, i, -0.4, i
- Cc1cc(C)c(S(=O)(=O)Nc2cccc(S(=O)(=O)NC3=NCCC3)c2)c(C)c1
    i, i, 10, i, i, i, i, i, i, -0.1, i
- COCC(C)NS(=O)(=O)c1ccc(C)cc1 (stereo not given)
    i, i, 1, i, i, i, i, i, i, 0.4, i
- COc1ccc(S(=O)(=O)N(C)CC(=O)Nc2ccc3c(c2)OCCO3)cc1OC
    i, i, -1, i, i, i, i, i, i, -0.1, i
- CC(CC(=O)NCC1CCCO1)c1ccccc1 (stereo not given)
    i, i, 11, i, i, i, i, i, i, 0.0, i
- Cc1ccc(-n2c(O)c(/C=N/c3ncn[nH]3)c3ccccc3c2=O)cc1
    i, i, 20, i, i, i, i, i, i, 0.1, i
- COc1ccc(CCNS(=O)(=O)c2cccc(S(=O)(=O)N3CCCC3)c2)cc1OC
    i, i, 26, x, x, i, i, x, i, -0.3, i
- Cc1cc(C(C)(C)C)oc1C(=O)NCCCNC(=O)c1oc(C(C)(C)C)cc1C
    i, i, 4, i, i, i, i, i, i, -0.2, i
- Cc1nnc(Cl)c2nn(-c3ccccc3F)c(C)c12
    i, i, 26, i, i, i, i, i, i, 0.3, i
- COc1cc2c(cc1OC)C(c1ccccc1F)NCC2 (stereo not given)
    i, i, 38, i, i, i, i, i, i, 0.1, i
- Cc1ccc(N2C(=O)C3C4C=CC(C4)C3C2=O)cc1 (stereo not given)
    i, i, 5, i, i, i, i, i, i, -0.2, i
- COC(=O)c1ccc(N2CCOCC2)c(NC(=O)c2ccco2)c1
    i, i, 14, i, i, i, i, i, i, 0.1, i
- Cc1ccccc1C(=O)Nc1ccccc1
    i, i, 13, i, i, i, i, i, i, 0.8, i
- CCOC(=O)C1(Cc2ccccc2)CCCN(C2CCCC2)C1 (stereo not given)
    i, i, 6, i, i, i, i, i, i, x, i
- Cc1cc(C)nc(NS(=O)(=O)c2ccc(NC(=O)Nc3ccccc3)cc2)n1
    i, i, 32, i, i, i, i, i, i, 0.5, i

New compounds follow:
Fields: TRPC4 PAM, TRPC4 act, AI-2 QS modul, MrgX1 PAM, MrgX1 antagonist, TRPC6 inhibitor, TRPC6 activator, MrgX1 agonist, PolyA inh, HIF activator, TRPC4 block
- Cc1ccc(C2CC(c3ccc(Cl)cc3)n3nc(N)nc3N2)cc1 (stereo not given)
    i, i, 10, i, i, i, i, i, i, -0.3, i
- CCOC(=O)Cn1c(CN2CCOCC2)nc2c1c(=O)[nH]c(=O)n2C
    i, i, 34, i, i, i, i, i, i, 0.2, i
- Cc1cccc(Nc2nnc(SCC(=O)Nc3ccccc3[N+](=O)[O-])s2)c1
    i, i, 5, i, i, i, i, i, i, 0.6, i
- Cc1ccccc1NS(=O)(=O)c1cc(S(C)(=O)=O)ccc1Cl
    i, i, 30, i, i, i, i, i, i, -0.7, i
- Cc1[nH][nH]c(=O)c1N=Nc1ccc(S(N)(=O)=O)cc1
    i, i, -1, i, i, i, i, i, i, -0.4, i
- COc1cccc(C(=O)NNC(=O)CCc2ccccc2)c1
    i, i, 23, i, i, i, i, i, i, 0.1, i
- O=C(NC(=S)Nc1cccc(CO)c1)c1ccc(-c2ccccc2)cc1
    i, i, 29, i, i, i, i, i, i, 1.4, i
- CN(CC12CC3CC(CC(C3)C1)C2)C(=O)c1ccco1
    i, i, 4, i, i, i, i, i, i, -0.1, i
- CCOC(=O)CC(=O)Nc1ccc(C(=O)OCC)cc1
    i, i, 36, i, i, i, i, i, i, 0.8, i
- CC(=O)Nc1nc2c(ncn2COCCOC(C)=O)c(=O)[nH]1
    i, i, 5, x, x, i, i, x, i, x, i
- CSc1nc(-c2ccccc2)c2cc(Cl)ccc2n1
    i, i, 4, i, i, i, i, i, x, -0.7, i
- COc1ccccc1CN1C[C@@H]2C[C@@H](C3=Cc4cccc(OC)c4OC3)N3CCC[C@@]23C1=O
    i, i, 19, i, i, i, i, i, i, 0.0, i
- CC(=O)/C(=N\Nc1ccccc1)Sc1nncn1C
    i, i, 16, i, i, i, i, i, i, -0.2, i
- COc1ccc(OC)c(NC(=O)C2CCC(CNc3c(N4CCC(C)CC4)c(=O)c3=O)CC2)c1 (stereo not given)
    i, i, 43, i, i, i, i, i, i, 0.0, i
- O=c1/c(=C\c2cccc(O)c2)sc2nc(-c3ccccc3)c(-c3ccccc3)n12
    i, i, -3, i, i, i, i, i, i, 0.1, i
- COc1ccc(Cc2nc3ccc(C(=O)N4CCCC4)cc3o2)cc1OC
    i, i, -2, i, i, i, i, i, i, 1.6, i
- CC(C)[C@H](NC(=O)c1ccccc1)C(=O)OCC(=O)c1ccc2c(c1)NC(=O)CO2
    i, i, 7, i, i, i, i, i, i, -0.6, i
- NS(=O)(=O)c1ccc(NC(=S)NCc2ccc(F)cc2)cc1
    i, i, 20, i, i, i, i, i, i, -0.7, i
- COC(C/C=C/C(=O)COCc1ccccc1)OC
    i, i, 9, x, x, i, i, x, i, 2.0, i
- O=C(Cn1cc(S(=O)(=O)Cc2ccc([N+](=O)[O-])cc2)c2ccccc21)N1CCOCC1
    i, i, -3, i, i, i, i, i, i, -0.5, i

Remaining list, next part.
Fields: TRPC4 PAM, TRPC4 act, AI-2 QS modul, MrgX1 PAM, MrgX1 antagonist, TRPC6 inhibitor, TRPC6 activator, MrgX1 agonist, PolyA inh, HIF activator, TRPC4 block
- O=C(N/N=C/c1c[nH]c2ccccc12)C1CC1(c1ccccc1)c1ccccc1 (stereo not given)
    i, i, 47, i, i, i, i, i, i, -0.1, i
- CCOc1ccc(/C=C2\SC(=S)N(CCC(=O)Nc3ccccc3C(=O)O)C2=O)cc1
    i, i, 17, i, i, i, i, i, i, 0.2, i
- COC(=O)c1cccc(NC(=O)c2ccc3c(c2)C(=O)N(Cc2cccnc2)C3=O)c1
    i, i, 12, i, i, i, i, i, i, -0.4, i
- O=C1N=C(N2CCN(c3ccccc3)CC2)SC1Cc1ccccc1 (stereo not given)
    i, i, 4, i, i, i, i, i, i, -0.2, i
- CC1(/[N+]([O-])=C/c2ccc(Cl)cc2Cl)CCCCC1=O (stereo not given)
    i, i, 18, i, i, i, i, i, i, -0.2, i
- CC(=O)Nc1ccc(C(=O)OCC(=O)NC(=O)NC(C)(C)C)cc1
    i, i, 22, i, i, i, i, i, i, 0.5, i
- COc1cc(OC)cc(C(=O)NC(=S)Nc2ccc3oc(=O)ccc3c2)c1
    i, i, 15, i, i, i, i, i, i, 0.5, i
- c1coc(Cn2nnnc2CN2CCN(C3CCCCC3)CC2)c1
    i, i, -5, i, i, i, i, i, i, -1.2, i
- CSC1=N/C(=C\c2cccnc2)C(=O)N1c1ccccc1
    i, i, 7, i, i, i, i, i, i, 2.5, i
- CC1(C)CC(=O)C2=C(C1)Oc1ncn(CCCO)c(=N)c1C2c1ccccc1 (stereo not given)
    i, i, 36, i, i, i, i, i, i, -0.3, i
- O=C(COC(=O)/C=C/c1ccc(OC(F)F)cc1)NC1CCCCCCC1
    i, i, -7, i, i, i, i, i, i, -44, i
- CN1C(=O)C(=C2CCCCCC2)SC1=S
    i, i, -6, i, i, i, i, i, i, -0.2, i
- Cn1nc(C(F)(F)F)cc1C(=O)NC1CCCCCC1
    i, i, 11, i, i, i, i, i, i, 237*, i
- COc1ccc(-c2noc(-c3ccco3)n2)cc1OC
    i, i, 2, i, i, i, i, i, i, 3.5, i
- CCOC(=O)N1C(=O)[C@@](CC)(c2ccccc2)N1C(=O)OCC
    i, i, 23, i, i, i, i, i, i, -0.7, i
- CN(CC(=O)Nc1c(Cl)cccc1Cl)C(=O)C1CCN(C(=O)Nc2ccccc2)CC1
    i, i, 16, i, i, i, i, i, i, -0.3, i
- O=C(Nc1ccccc1Cl)C1CCN(Cc2cnn(-c3ccccc3)c2-n2cccc2)CC1
    i, i, 6, i, i, i, i, i, i, 0.4, i
- Cc1cccc(NC(=S)NCc2ccc(F)cc2)c1C
    i, i, -19, i, i, i, i, i, i, 0.3, i
- Cc1sc(NC(=O)CCC(=O)O)c(C#N)c1C
    i, i, 22, i, i, i, i, i, i, -31, i
- Cc1cccc(OCC(=O)N/N=C/c2ccccc2C(=O)O)c1
    i, i, 38, i, i, i, i, i, i, -0.3, i

These rows are one share of the data (hit frequency here may not be typical).
